# Assay outcomes deposited in PubChem by National Center for Advancing Translational Sciences (NCATS).
# aSyn yeast inh = qHTS of alpha-syn Inhibitors | Yeast expressing alpha-synuclein, growth rescue, BacTiter-Glo, 24 h | Potency, µM (series often up to 46.1 µM), inactives show top-dose growth rescue (activation), usual class: activators | 0.14% of 370,000 active; also: potency is read from the fitted curve at half-maximal effect; % of control where 0% means no effect; nearly all actives have a fitted effect of over 65% in size
#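 Screening used galactose-induced yeast with toxic alpha-synuclein levels, exposed to compound for 24 hr at 30 deg C. Cell growth, read with BacTiter-Glo luminescence, gave the measured signal.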
# EPAC1 antag = qHTS for Antagonist of cAMP-regulated guanine nucleotide exchange factor 3 (EPAC1): primary screen; EPAC1 GEF assay, Rap1b-BODIPY-GDP exchange fluorescence; Potency, µM (series often up to 115 µM), without a hit: at the top dose activity change, negative = inhibition, hits mostly inhibitors; 0.14% of 360,000 active; AID 720709, 2013;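 also: potency is read from the fitted curve at half-maximal effect; plate controls were vehicle for no effect and positive control for full effect; nearly all actives have a fitted effect of over 50% in size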
# PLK1 PBD block = qHTS for Inhibitors of PLK1-PDB (polo-like kinase 1 - polo-box domain): Primary Screen; Potency, µM, inactives show max response, negative = inhibition, hits mostly inhibitors; 2.8% of 360,000 active; Plk1 PBD binding of FITC phosphopeptide, fluorescence polarization; also: potency is read from the fitted curve at half-maximal effect; series mostly up to about 57 µM; % is scaled to controls: 0 for no effect and ±100 for the full control effect; nearly all actives have a fitted effect of over 65% in size
# Target sequence (P53350 whole entry, looked up, the tested form may be a part): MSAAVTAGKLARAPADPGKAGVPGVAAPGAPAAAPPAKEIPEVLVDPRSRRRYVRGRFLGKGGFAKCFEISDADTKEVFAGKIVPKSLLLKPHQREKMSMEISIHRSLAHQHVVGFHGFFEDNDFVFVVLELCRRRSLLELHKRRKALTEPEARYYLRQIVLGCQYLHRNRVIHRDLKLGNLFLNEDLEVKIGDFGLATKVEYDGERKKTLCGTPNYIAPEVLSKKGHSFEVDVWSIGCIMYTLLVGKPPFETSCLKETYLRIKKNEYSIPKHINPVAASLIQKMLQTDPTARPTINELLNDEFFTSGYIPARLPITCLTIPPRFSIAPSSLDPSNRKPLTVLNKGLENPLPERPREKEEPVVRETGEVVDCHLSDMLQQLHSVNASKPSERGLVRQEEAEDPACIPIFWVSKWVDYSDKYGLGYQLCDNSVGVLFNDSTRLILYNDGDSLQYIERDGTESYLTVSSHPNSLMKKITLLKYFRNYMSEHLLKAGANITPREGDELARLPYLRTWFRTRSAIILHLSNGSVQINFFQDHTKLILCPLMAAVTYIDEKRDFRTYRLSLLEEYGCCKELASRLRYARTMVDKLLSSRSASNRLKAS
# WRN helicase inh = qHTS for Inhibitors of WRN Helicase | WRN helicase unwinding, fluorescent forked duplex, kinetic | Potency, µM (doses to about 114 µM), for the others: at the highest dose activity change, negative = inhibition, hits mostly inhibitors | 0.46% of 360,000 active | AID 651768, 2012; also: potency is read from the fitted curve at half-maximal effect; % is scaled to controls: 0 for no effect and ±100 for the full control effect; nearly all actives have a fitted effect of over 55% in size
#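 Fluorescence dequenching readout, ex 525 nm/em 598 nm, kinetic mode: forked duplex DNA (100 nM final) with adjacent fluorophore and quencher unwound by WRN (20 nM final) with 2 mM ATP. Compound preincubation 15 min, room temperature.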
# FUS yeast rescue = qHTS for Suppressors of FUS Proteinopathy: Primary screen using FUS-linked yeast assay; S. cerevisiae FUS-expressing, growth rescue, OD600, 24 h; 0.24% of 390,000 active; Potency, µM (top dose mostly 76.6 µM), for the others: top-dose growth rescue (activation), most hits filed as activators;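 also: potency is read from the fitted curve at half-maximal effect; plate controls were DMSO vehicle for no effect and reference control for full effect; nearly all actives have a fitted effect of over 55% in size; some results filed as inactive show a strong effect at the top dose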
#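 Compound concentration series was pinned onto galactose-induced FUS-expressing yeast seeded at OD 0.005. Plates sat 24hr at 30C; absorbance at 600 nm gave growth. DMSO served as background control.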
# Abeta yeast res = qHTS for compounds that reverse cellular toxicity of Amyloid beta (A-beta) peptide in yeast: Primary Screen; yeast expressing A-beta42, growth rescue, OD600, 48 h; response scale: 0% DMSO, 100% iron-clioquinol control; Potency, µM (top dose mostly 46.1 µM), for the others: at the highest dose growth rescue, hits mostly activators; 0.063% of 410,000 active; AID 1347071, 2019; also: potency is read from the fitted curve at half-maximal effect; nearly all actives have a fitted effect of over 55% in size
#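 Growth rescue measured by 600 nm absorbance after 48 h yeast culture at 30 C with compound. Values normalized between DMSO and an equimolar ferric chloride plus clioquinol control.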
# EPAC1 agonist = qHTS for Agonist of cAMP-regulated guanine nucleotide exchange factor 3 (EPAC1): primary screen | Rap guanine nucleotide exchange factor 3 (Homo sapiens), O95398 | EPAC1 agonist qHTS, biochemical assay; response scale: 100% = response to 6.5 mM cAMP | Potency, µM (series often up to 154 µM), inactives show top-dose activation, hits mostly activators | 0.073% of 360,000 active; also: potency is read from the fitted curve at half-maximal effect; nearly all actives have a fitted effect of over 60% in size
#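 Nucleotide exchange assay: 100 nM EPAC1 with 250 nM Rap1B loaded with BODIPY-GDP and 50 uM GDP, room temperature. Fluorescence (480/540 nm) read every 5 min for 30 min; signal change normalized to 6.5 mM cAMP as full agonist.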
# PI5P4K alpha inh = qHTS for Inhibitors of phosphatidylinositol 5-phosphate 4-kinase (PI5P4K) | Phosphatidylinositol 5-phosphate 4-kinase type-2 alpha (Homo sapiens), P48426 | PI5P4Kalpha enzyme, ADP-Glo luminescence, 60 min; hits give low values | max response, % | 1.2% of 330,000 active | AID 652105, 2013; active = max response of -50% or lower; inconclusive = between -30% and -50%; inactive = -30% or higher; also: value at the top dose of about 77 µM; % is scaled to controls: 0 for no effect and ±100 for the full control effect
# Target sequence (P48426 whole entry, looked up): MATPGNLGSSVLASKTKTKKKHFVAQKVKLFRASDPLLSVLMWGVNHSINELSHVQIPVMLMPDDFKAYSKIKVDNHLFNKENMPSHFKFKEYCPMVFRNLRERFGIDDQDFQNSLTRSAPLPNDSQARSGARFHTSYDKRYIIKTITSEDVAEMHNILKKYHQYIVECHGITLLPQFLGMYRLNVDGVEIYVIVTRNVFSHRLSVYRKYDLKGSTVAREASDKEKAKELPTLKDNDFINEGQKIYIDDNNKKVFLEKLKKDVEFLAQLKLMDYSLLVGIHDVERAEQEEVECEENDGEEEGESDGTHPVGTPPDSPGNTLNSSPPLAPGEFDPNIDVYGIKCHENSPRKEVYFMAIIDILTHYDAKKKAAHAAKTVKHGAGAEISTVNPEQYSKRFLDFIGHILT
#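 Reactions run in 0.038 M HEPES pH 7.4, 0.28 mM EGTA, 0.1% CHAPS and 5% DMSO, with PI5P4Kalpha, substrate, compound and 5 microM ATP final, one hour at room temperature. Readout is ADP-Glo luminescence.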
# IL2 activator = qHTS of IL-2 Activators; IL-2 activation reporter assay, cell-based qHTS; stimulated with anti-CD3/CD4/CD28 beads; in transgenic mouse T cells; activation, % (series mostly up to about 46 µM); 0.065% of 360,000 active; AID 652025, 2013; in the data active = activation above about 50%; inconclusive = mostly about 30% to 49%; also: 0% is about no effect
#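 Unstimulated transgenic mouse T cells; 60-min compound exposure; bead-based TCR/CD4/CD28 stimulation; 18 h culture, 37 degrees C; dual fluorescence (EGFP, DsRed) plate cytometry.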
# An asterisk follows results filed as active; ? = inconclusive; / = not tested or not shown; & = joins results of further samples; [ ] = another dose, or the depositor's remark. Unless noted, calls follow the shape of the dose curve; as a rule, active = well fitted curve in the direction sought with a large enough effect; inconclusive = small, poorly fitted or top-dose-only effect, or another doubt; inactive = no such curve, though single readings can be large; an effect the other way counts as inactive or inconclusive. This is a random part of the collection; 4.1% or so of the library scored in one or more.
SMILES,aSyn yeast inh,EPAC1 antag,PLK1 PBD block,WRN helicase inh,FUS yeast rescue,Abeta yeast res,EPAC1 agonist,PI5P4K alpha inh,IL2 activator
Cn1ncc(C(=O)Nc2ccc(OC(F)(F)F)cc2)c1-n1cccc1,9%,-15%,-9%,-20%,19%,18%,-14%,0,-0.3
O=C(c1ccc(CS(=O)c2cccc(Cl)c2)o1)N1CCOCC1 (stereo unspecified),0%,9%,-30%,8%,19%,0%,24%,1,-2.1
Cc1ccc(CNC(=O)Nc2ccccc2)cc1,1%,-7%,-3%,1%,11%,36%,-11%,2,-1.3
CCCc1c(C(=O)N/N=C/c2c(OC)ccc3ccccc23)nnn1-c1nonc1N,-5%,-2%,-3%,7%,-7%,-9%,4%,1,-0.9
CCCCCCCN=C(C)c1ccccc1O,3%,4%,2%,-23%,-25%,2%,-6%,6,1.7
Cc1cccc(NC(=O)COc2cccc3c2CCNC3=O)c1,0%,-1%,-6%,-4%,-9%,7%,4%,-5,0.3
COc1ccc(CNC(=O)C2C3C=CC4(CN(Cc5cccnc5)C(=O)C24)O3)cc1 (stereo unspecified),-6%,-3%,-11%,6%,5%,6%,-3%,-3,-1.6
Cc1sc(NC(=O)CN2CCCC2)nc1-c1ccc2c(c1)CCN2C(=O)c1cccc(F)c1,-1%,-29%,-5%,1%,41%,-10%,-1%,-13,-0.5
COc1ccc(-c2csc(C(O)c3cccnc3)n2)cn1 (stereo unspecified),7%,10%,7%,2%,-24%,-2%,-10%,0,-0.2
COC(=O)[C@]1(Cc2ccccc2)N[C@H](CN(C)C(=O)Nc2ccc(C(F)(F)F)cc2)[C@@H]2C(=O)N(Cc3ccccc3)C(=O)[C@@H]21,-4%,-19%,-9%,-6%,-15%,-6%,-23%,4,-0.8
COc1cc(OC)cc(C(=O)Nc2ccccc2NC(C)=O)c1,3%,2%,-5%,1%,-6%,7%,1%,-8,0.2
CC(CCCC(C)(C)O)NC(=O)c1cc(COc2ccc3ncccc3c2)on1 (stereo unspecified),0%,-18%,-4%,10%,11%,-9%,4%,2,-5.8
O=C(Nc1ccc([N+](=O)[O-])cc1Br)c1cc2ccccc2nc1Cl,-4%,-24%,-4%,3%,-14%,5%,-5%,2,-0.2
CCOc1ccc(-c2cc(CCCC(=O)NCCCOC)no2)cc1,0%,-7%,-1%,-3%,9%,2%,4%,/,-1.5
COc1ccc(NC(=S)N(CCc2c(C)[nH]c3ccc(C)cc23)Cc2cccnc2)cc1,0%,-19%,-13%,-11%,26%,0%,-1%,1,-2.4
Cc1ccccc1NC(=O)Cc1nc(COC(=O)CCNS(=O)(=O)c2ccccc2)cs1,1%,3%,-5%,0%,25%,13%,4%,-8,-1.4
C[C@H](c1ccccc1)N1C[C@@H](COCc2ccccc2)Oc2cc(N3CCC[C@@H]3CO)ccc2S1(=O)=O,13%,-2%,2%,-8%,43%,5%,11%,10,-0.4
CCOC(=O)c1c(-c2cccc([N+](=O)[O-])c2)csc1NC(=O)CCCOc1ccccc1OC,-1%,-13%,30µM*,-6%,12%,0%,7%,1,-0.5
CC(=O)Nc1cc(-c2cccc(N)c2)cn2c(-c3ccccc3)cnc12,9%,2%,-2%,-17%,4%,-9%,-13%,-20,1.0
COc1ccc(-c2nnc(SCC(=O)c3ccc[nH]3)n2-c2ccccc2)cc1,-13%,-4%,-4%,-2%,24%,7%,-6%,-21,0.7
CCN(CCNC(=O)C1CCN(Cc2nc(-c3ccc(Cl)cc3)oc2C)CC1)c1ccccc1,6%,-16%,-1%,0%,/,3%,-7%,-1,-0.3
COc1ccc(N2CCN(c3cc(C)c4ccccc4n3)CC2)cc1,-22%,-5%,-10%,16%,15%,-2%,5%,10,-0.6
O=C(NC(=S)NCc1ccncc1)c1ccccc1,-9%,8%,-18%,7%,-25%,-5%,8%,-1,-4.6
O=C(Nc1ccccc1N1CCCCC1)c1ccc(-c2cc(Cl)ccc2Cl)o1,-1%,-10%,3%,4%,7%,-9%,4%,-3,-2.2

# Only PLK1 PBD block, for three of the compounds above:
SMILES,PLK1 PBD block
O=C(Nc1ccc([N+](=O)[O-])cc1Br)c1cc2ccccc2nc1Cl,-4%
Cc1cccc(NC(=O)COc2cccc3c2CCNC3=O)c1,-6%
O=C(c1ccc(CS(=O)c2cccc(Cl)c2)o1)N1CCOCC1 (stereo unspecified),-30%

# (next part)
SMILES,aSyn yeast inh,EPAC1 antag,PLK1 PBD block,WRN helicase inh,FUS yeast rescue,Abeta yeast res,EPAC1 agonist,PI5P4K alpha inh,IL2 activator
Cc1cc(C)cc(NC(=O)CSc2nnc(Cn3c(=O)sc4ccccc43)n2C)c1,-2%,-9%,-11%,0%,-8%,-24%,-7%,3,-3.7
COc1ccccc1CNC(=O)CN(c1ccc(C)cc1)S(=O)(=O)c1c(C)noc1C,0%,3%,-5%,5%,7%&-5%,-8%&4%,-5%,-4,0.9
CCOC(=O)N1CCN(C(=O)c2c[nH]c3ccc(S(=O)(=O)N(C)c4ccc(F)cc4)cc3c2=O)CC1,1%,13%,-3%,-1%,?,8%,12%,1,-2.5
O=C(/C=C/c1ccccc1[N+](=O)[O-])N1CCCCC1,-4%,-2%,?,-1%,2%,0%,-7%,-7,1.1
Cc1ccc2nc(SCC(=O)NC3CC3)[nH]c2c1,-9%,-2%,-13%,6%,15%,2%,0%,-3,-0.6
COc1cc(C(=O)CCc2ccc3c(c2)OCO3)cc(OC)c1OC,-17%,-10%,-10%,-2%,-2%,-5%,12%,5,-0.8
O=C(CNC(=O)c1cccc(Br)c1)N/N=C/c1cc(Br)cc(Br)c1O,?,-18%,9%,-6%,-1%,-5%,12%,?,1.3
COCCNC(=S)NNc1cccc(C(=O)O)c1,-9%,14%,21µM*,-16%,14%,-13%,2%,-25,-0.1
O=C(CNC(=O)c1ccc2ccccc2c1)NCc1ccc(F)cc1,1%,-26%,-5%,-1%,17%,-5%,-2%,-14,-5.6
Cc1c[n+]([O-])cc(C)c1[N+](=O)[O-],-14%,3%,-4%,-2%,7%,-41%[inhibitor],8%,0,1.1
O=C(c1ccco1)N1CCN(C2CC(=O)N(c3ccccc3)C2=O)CC1 (stereo unspecified),-4%,-1%,-3%,13%,16%,-12%,3%,-1,-0.5
COc1ccc(O)c(C(=O)c2cnc3c(c2)c(-c2ccc(F)cc2)c(C#N)c(=O)n3C)c1,1%,-9%,-7%,-7%,15%,-15%,7%,-7,0.7
Cc1cc(C)n(CC(=O)NNC(=O)CCNC(=O)c2ccccc2Cl)n1,3%,-14%,2%,-14%,0%,-4%,6%,2,0.4
Cc1ccc(NC(=O)CN(CCc2ccccc2)S(C)(=O)=O)cc1,-3%,-15%,-8%,2%,14%,3%,2%,-6,-0.2
CC(C)CN1CCNC(=O)C1CC(=O)NCCCN1CCCc2ccccc21 (stereo unspecified),-5%,-14%,-13%,1%,6%,-45%[inhibitor],5%,6,-0.8
CCCn1c(=O)c(C(=O)NNC(=O)c2cccc([N+](=O)[O-])c2)c(O)c2ccccc21,-2%,-17%,1%,1%,26%,-5%,0%,3,-1.8
O=C(/C=C/c1ccccc1Cl)Nn1cnc2ccccc2c1=O,2%,-18%,-8%,-3%,-16%,-13%,-5%,-2,0.9
CCn1nc(C)cc1C(=O)NC1CCCc2c1cnn2-c1ccc(C)c(C)c1 (stereo unspecified),-2%,0%,5%,-13%,/,-7%,7%,3,-4.7
CCOC(=O)N1CCN(C(=O)c2ccc3c(c2)N(C)C(=O)/C(=C\c2ccc(OCC)c(OC)c2)S3)CC1,6%,-15%,-9%,-8%,27%,2%,10%,3,-4.1
COc1ccc(CCC(=O)Nc2ccc(S(=O)(=O)N3CCOCC3)cc2)cc1,-3%,11%,0%,8%,18%,6%,5%,3,-0.1
O=C(COC(=O)c1ccc(S(=O)(=O)N2CCCC2)cc1)NCc1ccc(Cl)cc1,2%,-5%,-5%,-5%,26%,4%,-2%,-3,0.1
COC(=O)C(Cc1c[nH]c2ccccc12)NC(=O)c1cccs1 (stereo unspecified),-2%,-3%,-3%,0%,21%,-5%,-7%,-2,0.2
O=C(CCN1C(=O)[C@@H]2Cc3ccccc3CN2C1=O)NCCc1ccccc1,2%,-19%,-7%,-1%,-23%,/,13%,1,0.1
CC(C)c1ccc(NC(=O)C2CSC3(C)CCC(=O)N23)cc1 (stereo unspecified),-10%,-3%,-4%,0%,1%,5%,1%,-1,-1.7
COc1ccc2cc1Oc1ccc(cc1)C[C@H]1c3cc(c(OC)cc3CCN1C)Oc1c(O)c(OC)cc3c1[C@H](C2)N(C)CC3,7%,-5%,-6%,-13%,12%,4%,6%,0,-0.7
Cc1c(O)ccc(/C(Cc2ccc3ccccc3n2)=N\N)c1O,3%,-2%,9%,-1%,-4%,6%,0%,-3,2.0
CC1(C)NC(=O)N(CCCCSc2ccc(Cl)cc2)C1=O,5%,-20%,-4%,-10%,26%,5%,7%,-3,-1.7
COc1ccc2ccc(OC)c(/C=N/n3cnnc3)c2c1,13%,-2%,2%,-3%,-18%,-14%,-1%,-3,-1.3
CC(C)=C1SC(N2CCN(Cc3ccccc3)CC2)=NC1=O,1%,14%,3%,8%,6%,5%,1%,/,2.4
CCNC(=O)COC(=O)CCNC(=O)c1cccc(C)c1,-5%,-5%,0%,-4%,10%,-5%,8%,-9,0.0
